Bioassay records deposited in PubChem BioAssay by several laboratories.
PMK inhibit: S. pneumoniae PMK inhibitors, primary screen, biochemical, mevalonate pathway, pilot trial included; inhibition, % at 10 µM; purified PMK, PK/LDH-coupled NADH absorbance 340 nm; actives 0.49% (n = 65,000); phosphomevalonate kinase (Streptococcus pneumoniae D39); AID 539, 2006;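 active = top-ranked compounds by inhibition in the single 10 µM screen, taking a fixed number of the strongest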;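 note: 0% = full reaction with DMSO carrier and 100% = background rate without enzyme reaction; no value below 0 was filed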
Bfl-1 inhibitors: Bfl-1 inhibitors, primary screen, biochemical, fluorescence polarization, FITC-Bid, mouse (AID 432); Bcl-2-related protein A1 (Mus musculus); FITC-Bid BH3 peptide fluorescence polarization displacement; higher % means a stronger effect; one-dose displacement, % at 20 µM; IC50 in µM for titrated hits; actives 0.02% (n = 64,000); in the data active = a potency from the dose series; inactive = the rest, 99 in 100 with displacement below about 15%; note: strong numbers were not always called active
KRASV12 cytotoxicity: cytotoxicity in KRAS-transformed pancreatic duct cells, primary screen, cell-based, fluorescence, HTS (AID 431); HPDE-C7K KRASV12 cells, Alamar Blue viability, 48 h; higher % means a stronger effect; cytotoxicity, % at 10 µM, or EC50 in µM where a hit was titrated; actives 1.7% (n = 63,000);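 active = compounds whose percent cytotoxicity in the single-dose primary screen, scaled between solvent and toxic-drug controls, exceeds 50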;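 note: 0% = DMSO solvent wells and 100% = doxorubicin-treated wells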
LYP phosphatase: LYP phosphatase inhibitors, primary screen, biochemical, DiFMUP fluorescence, recombinant catalytic domain, 10 µM (AID 606); recombinant LYP catalytic domain, DiFMUP fluorescence; higher % means a stronger effect; inhibition, % at 10 µM; hits with a dose series show IC50 in µM; 52,000 tested, under 10 active;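 active = IC50 under 40 µM in the dose-response test; inactive = IC50 of 40 µM or more, or never dose-tested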
Spn DPM-DC inh: S. pneumoniae DPM-DC inhibitors, primary screen, biochemical, PK/LDH-coupled NADH fluorescence; diphosphomevalonate decarboxylase (Streptococcus pneumoniae D39); purified DPM-DC; calls only at 10 µM; actives 0.49% (n = 65,000); AID 556, 2006;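 active = the 320 compounds with the highest percent inhibition in the single-dose primary screen, excluding strongly autofluorescent ones, cut at about 32% in these data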;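 note: kinetic rate of NADH fluorescence loss reporting ADP formed by the decarboxylase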
HT1080 cytotoxicity: cytotoxicity in HT1080 fibrosarcoma cells, cell-based, fluorescence readout (AID 620); actives 0.42% (n = 87,000); HT1080 viability, fluorescence; higher % means a stronger effect; cytotoxicity, % at 10 µM, or EC50 in µM where a hit was titrated;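 note: cells exposed to compound overnight then 4 h with Alamar Blue; 0% = vehicle DMSO and 100% = killing control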
Alkaline phosphatase: human TNAP enzyme inhibitors, biochemical, luminescent (AID 518); Alkaline phosphatase, tissue-nonspecific isozyme (Homo sapiens); purified TNAP enzyme, luminescent substrate readout; higher % means a stronger effect; inhibition, % at 20 µM, or IC50 in µM where a hit was titrated; actives 0.09% (n = 64,000); in the data active = a potency from the dose series; inactive = the rest, 99 in 100 with inhibition below about 22%;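 note: plate controls were vehicle for no effect and reference inhibitor for full effect; many of its hits are not listed in these tables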
HPDE-C7 cytotoxicity: cytotoxicity in HPDE-C7 cells, cell-based, fluorescence, HTS (AID 430); cytotoxicity, % at 10 µM; hits with a dose series show EC50 in µM; HPDE-C7 pancreatic duct cells viability, fluorescence; higher % means a stronger effect; actives 1.8% (n = 63,000);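 note: cells exposed to compound for 48 hours before viability readout; 0% = vehicle and 100% = reference cytotoxic drug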
Spn MK inh: S. pneumoniae MK inhibitors, primary screen, biochemical, PK/LDH-coupled NADH absorbance; inhibition, % at 10 µM; purified MK, PK/LDH-coupled NADH absorbance 340 nm; mevalonate kinase [Streptococcus pneumoniae D39]; actives 0.48% (n = 65,000);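 active = ranked among the strongest by inhibition in the single 10 µM screen, a fixed top-ranked set picked for dose follow-up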; note: no value below 0 was filed
PMK inhibit pilot replicates: second read-out of PMK inhibit, no call of its own (marks repeat the call); inhibition, %; measured here: pilot screen replicates
Spn MK inh pilot replicates: recorded beside Spn MK inh, whose call it bears; inhibition, %; measured here: pilot screen replicates
Spn DPM-DC inh pilot screen %: further read-out of Spn DPM-DC inh, marked with its call; inhibition, %; measured here: pilot screen trials
* marks the source's active call; other numbers are inactive results; i = inactive; nt = not tested or not shown. Cut-off read from the data, not from the text of the source, unless noted: active = cytotoxicity above about 50%; inactive = the rest.

SMILES	PMK inhibit	Bfl-1 inhibitors	KRASV12 cytotoxicity	LYP phosphatase	Spn DPM-DC inh	HT1080 cytotoxicity	Alkaline phosphatase	HPDE-C7 cytotoxicity	Spn MK inh	others
COc1ccc(-c2nc3cnccn3c2Nc2ccc3c(c2)OCO3)cc1	7	-1%	-5%	-7%	i	nt	12%	12%	3
O=C(O)C1C2C=CC3(O2)C1C(=O)N1c2ccccc2COC13 (stereo not drawn)	0	0%	-12%	7%	i	nt	4%	-4%	3
CCOC(=O)c1sc(/N=C/N(C)C)c(C(=O)OCC)c1C	8	-4%	22%	-5%	i	-1%	16%	14%	11
Cn1c(NC(=O)C2CCCC2)cc(=O)n(C)c1=O	7	0%	-6%	nt	i	4%	8%	-10%	1
Cn1c(SCC(=O)N2CCN(c3ccccc3)CC2)nnc1-c1c[nH]c2ccccc12	0	0%	-5%	-7%	i	5%	-3%	-5%	4
Nc1cnn(C2CCCO2)c(=O)n1 (stereo not drawn)	5	-5%	-7%	14%	i	-4%	2%	-15%	6
Cc1cccc(C(=O)OCC(=O)Nc2ccc(N3CCCCC3)cc2)c1O	0	-6%	0%	9%	i	-1%	11%	-6%	2
CCCn1c(-c2ccc(F)cc2)n[nH]c1=S	7	-2%	-29%	9%	i	5%	10%	-5%	31
CCOc1ccccc1-n1c(SCC(N)=O)nc2ccccc2c1=O	12	-6%	-28%	nt	i	-4%	14%	-11%	17
CSc1nsc(SCc2cnc(C)nc2N)n1	2	4%	-14%	-3%	i	6%	2%	5%	5
O=C(NCCCN1CCOCC1)c1cc(-c2ccc(Br)cc2)on1	16	3%	2%	8%	i	15%	3%	6%	0
O=C(Nc1ccc2oc(-c3ccccc3)nc2c1)c1cccnc1	11	-8%	34%	-1%	i	3%	6%	18%	12
CCCC(=O)C1=C(O)C(C(=O)OC)C(C)(C)CC1=NC (stereo not drawn)	9	-3%	-21%	8%	i	10%	8%	-15%	3
CCCCCOc1ccc(NS(C)(=O)=O)cc1	8	0%	-27%	nt	i	0%	5%	-22%	8
O=C(CN1C(=O)NC2(CCCC2)C1=O)Nc1cccc(-c2nnc3n2CCCCC3)c1	12	5%	-5%	nt	i	6%	10%	-1%	3
CCCCc1nc(SCC(=O)Nc2cc(C)on2)n[nH]1	0	-6%	-6%	1%	i	-4%	42%	2%	7
O=C(c1ccccc1)c1ccc2nc(N3CCCCC3)c3nncn3c2c1	8	0%	-4%	5%	i	-9%	6%	4%	8
O=C(NCCCN1CCOCC1)C1CC(=O)N(C2CCCCC2)C1 (stereo not drawn)	15	-5%	2%	nt	i	16%	0%	2%	8
COc1ccc2c(c1)cc1n2CCN=C1N	4	-8%	21%	-3%	i	14%	10%	13%	10
CCC(=O)N1CCc2cc(S(=O)(=O)NC(Cc3ccccc3)C(=O)NC3CCCC3)ccc21 (stereo not drawn)	10	-8%	nt	8%	i	0%	8%	nt	0
CCN(CC)CCCn1c(=S)[nH]c2ccccc2c1=O	1	-3%	19%	8%	i	-4%	6%	-2%	6
CC(C)c1nc2oc3c(NCC4CCCO4)ncnc3c2c2c1COC(C)(C)C2 (stereo not drawn)	12	-4%	-18%	15%	nt	-3%	0%	-15%	9
Cn1cccc1Cc1nnc(SCC(=O)N2CCc3ccccc32)n1-c1ccc(F)cc1	0	3%	8%	8%	i	-9%	11%	-5%	13
c1ccc(-c2nc3ccccc3s2)nc1	1	2%	8%	2%	i	2%	2%	-2%	7
COc1cc(CSc2nnnn2-c2ccc(C)cc2)cc(OC)c1OC	3	-3%	4%	8%	i	0%	0%	0%	7
Cc1ccc(N2CC(C(=O)NCCC(C)C)CC2=O)cc1 (stereo not drawn)	11	0%	nt	7%	i	-6%	5%	nt	9
O=C(COc1ccccc1Cl)N1CCN(c2ccc(F)cc2)CC1	9	-3%	4%	8%	i	-5%	6%	0%	6
CCC(C)NC(=O)c1ccccc1NC(=O)CN1C(=O)c2ccccc2S1(=O)=O (stereo not drawn)	1	2%	-2%	8%	i	-8%	10%	-1%	3
O=C(CN1CCN(S(=O)(=O)c2ccc(F)cc2)CC1)Nc1cc(C(F)(F)F)ccc1Cl	10	-2%	0%	8%	i	4%	8%	-11%	4
COc1ccccc1N1CCN(CC(=O)Nc2ccc(CN3CCCCC3)cc2)CC1	2	-10%	-29%	-2%	i	15%	5%	-27%	30
Cc1nc(N2CCN(c3ncccn3)CC2)c2oc3ccccc3c2n1	0	4%	-4%	0%	i	-5%	13%	-4%	4	PMK inhibit pilot replicates=1.0;Spn MK inh pilot replicates=0.5;Spn DPM-DC inh pilot screen %=1.0
Cc1cc(C)n2nc(SCC(=O)N(C(C)C)C(C)C)nc2n1	19	9%	1%	-1%	i	3%	14%	-3%	0
O=C(CSc1ccc2c(c1)OCCO2)NC(=O)NC1CCCC1	0	-1%	nt	9%	i	-12%	11%	nt	3
Cc1cc(C)c(C#N)c(SCS(=O)Cc2ccc(Cl)cc2)n1 (stereo not drawn)	7	-5%	20%	1%	i	16%	13%	50%*	4
O=C(OCC(=O)N1CCCC1)c1cncc(Br)c1	8	-1%	16%	-2%	i	-4%	14%	9%	2	PMK inhibit pilot replicates=9.0;Spn MK inh pilot replicates=0.0;Spn DPM-DC inh pilot screen %=0.5
CCOC(=O)c1c(C)c(C(=O)Nc2ccc3c(c2)OCCO3)c(C)n1CC	7	-12%	15%	9%	i	18%	5%	17%	2
CN(C)c1ccc(NC(=O)c2cccc(N3C(=O)CCC3=O)c2)cc1	2	-5%	-6%	2%	i	-4%	12%	-5%	9
CN1C(=O)N(S(=O)(=O)c2ccc(F)c(F)c2F)C(=O)C1(C)C	0	nt	nt	0%	i	-2%	nt	nt	2
Nc1nonc1/C(=N/O)N1CCN(CCO)CC1	7	7%	8%	11%	i	-10%	5%	4%	3
O=C(OCc1ccccc1)Oc1cncc(C(=O)O)c1	5	1%	8%	0%	i	6%	5%	-5%	4
CSc1nsc(SCCN2C(=O)c3ccccc3C2=O)n1	1	4%	-1%	7%	i	-9%	12%	6%	5
COc1cc(C2N(c3ccccc3)CCN2c2ccccc2)cc(OC)c1OC	3	1%	-4%	nt	i	2%	5%	6%	0
CCC1Oc2ccc(C)cc2N(CC(=O)N2CCN(c3ccc(F)cc3)CC2)C1=O (stereo not drawn)	7	3%	-6%	9%	i	-6%	5%	-4%	9
O=C1C=C(O)CC(c2ccc(Cl)cc2)C1 (stereo not drawn)	0	-2%	33%	15%	i	-4%	14%	31%	8
O=C(NCc1ccccn1)c1c(Cl)cccc1Cl	17	-10%	13%	1%	i	12%	10%	-3%	0
COC(=O)C1C2C=CC3(CN(Cc4ccco4)C(=O)C13)O2 (stereo not drawn)	8	-9%	-2%	1%	i	4%	6%	-2%	11
Cc1onc(-c2ccccc2)c1C(=O)NCc1ccc2c(c1)OCO2	4	-7%	-7%	3%	i	2%	-2%	-8%	15
CCCS(=O)(=O)N1CCCC(C(=O)NCCCN(Cc2ccccc2)C(C)C)C1 (stereo not drawn)	6	-12%	4%	nt	i	-9%	3%	-4%	6
COc1cc(-c2nc(Cc3c(F)cccc3Cl)no2)cc(OC)c1OC	18	-7%	-12%	nt	i	-3%	0%	-3%	13
CCOC(=O)c1cc(NC(=O)N2CCCCC2)c(C)nc1C	11	-1%	3%	-2%	i	8%	4%	2%	14
O=C(NCC1CCCCC1)C1CCCN(C(=O)NC2CCCCC2)C1 (stereo not drawn)	10	-5%	-14%	2%	i	-1%	9%	-10%	nt
N#CCC(=O)Nc1ncn(Cc2ccccc2Cl)n1	0	8%	-4%	5%	i	1%	4%	-9%	0	PMK inhibit pilot replicates=5.0;Spn MK inh pilot replicates=0.0;Spn DPM-DC inh pilot screen %=2.0
COc1ccc(-c2cc3ccccc3n2CC(O)Cn2nc(C)cc2C)cc1 (stereo not drawn)	0	8%	21%	4%	i	-3%	5%	28%	6
CCN1CCN(Cc2ccccc2NC(=O)Nc2ccc(C)cc2)CC1	8	1%	2%	5%	i	7%	7%	-10%	10	PMK inhibit pilot replicates=0.5;Spn MK inh pilot replicates=0.5;Spn DPM-DC inh pilot screen %=0.0
CCS(=O)(=O)N1CCC(C(=O)NCC2CCCO2)CC1 (stereo not drawn)	25*	0%	5%	17%	i	nt	12%	6%	0
COc1cccc(NC(=O)c2ccccc2SC)c1	2	-7%	-4%	-2%	i	2%	14%	-18%	6
OC(COCc1ccccc1)CN1CCN(c2ccccc2F)CC1 (stereo not drawn)	11	-13%	-11%	-3%	i	-5%	2%	-20%	5
COc1ccc(CCNS(=O)(=O)c2ccc3c(c2)CCN3C(=O)CCC(=O)O)cc1OC	10	-2%	-7%	-10%	i	3%	4%	-9%	3	PMK inhibit pilot replicates=0.0;Spn MK inh pilot replicates=1.0;Spn DPM-DC inh pilot screen %=0.0
Nc1c(-c2ccccc2)n[nH]c1-c1ccccc1	0	-4%	-2%	10%	i	7%	46%	2%	2
O=C1c2ccccc2S(=O)(=O)N1CC(O)COc1ccc(Br)cc1 (stereo not drawn)	10	-3%	5%	nt	i	-1%	2%	-4%	0
Cc1nc(SCn2nnc3ccccc3c2=O)nc(C)c1C	15	1%	7%	9%	i	5%	12%	-1%	6
Cc1cc(NC(=O)CSc2ccc3nnc(-c4ccccn4)n3n2)no1	10	3%	-2%	4%	i	-4%	8%	-11%	0

Copied from the listing for reference:
SMILES	PMK inhibit	Bfl-1 inhibitors	KRASV12 cytotoxicity	LYP phosphatase	Spn DPM-DC inh	HT1080 cytotoxicity	Alkaline phosphatase	HPDE-C7 cytotoxicity	Spn MK inh	others
COc1ccc(-c2nc3cnccn3c2Nc2ccc3c(c2)OCO3)cc1	7	-1%	-5%	-7%	i	nt	12%	12%	3
O=C(O)C1C2C=CC3(O2)C1C(=O)N1c2ccccc2COC13 (stereo not drawn)	0	0%	-12%	7%	i	nt	4%	-4%	3
CCOC(=O)c1sc(/N=C/N(C)C)c(C(=O)OCC)c1C	8	-4%	22%	-5%	i	-1%	16%	14%	11
Cn1c(NC(=O)C2CCCC2)cc(=O)n(C)c1=O	7	0%	-6%	nt	i	4%	8%	-10%	1
Cn1c(SCC(=O)N2CCN(c3ccccc3)CC2)nnc1-c1c[nH]c2ccccc12	0	0%	-5%	-7%	i	5%	-3%	-5%	4
Nc1cnn(C2CCCO2)c(=O)n1 (stereo not drawn)	5	-5%	-7%	14%	i	-4%	2%	-15%	6
